High-throughput results from PubChem BioAssay.
TAG inh – reduces triacylglycerol accumulation in H9c2 cells | Nile Red lipid (TAG) fluorescence; cells loaded with 200 µM oleic acid | inhibition, % at 12.5 µM | 230,000 tested, 0.66% active | AID 651582;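 active = pattern-corrected inhibition of lipid staining of at least 50% with the nuclear-stain viability signal not falling by more than 50%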;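 note: 0% = DMSO wells and 100% = triacsin C control wells; some results filed as inactive read as strong as hits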
TAG inh DAPI viability – recorded beside TAG inh, whose call it bears; DAPI nuclei signal change (viability), lower = more cytotoxic, %;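 whole-well DAPI fluorescence read on a plate reader as a viability signal; minus 50 percent equals half of cells still viable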
Active calls of the source: *. Not all compounds are listed; count on the stated rates, not on these rows.

SMILES,TAG inh DAPI viability,TAG inh
COc1cc(CNC(=O)c2cc(-c3ccc(F)cc3OC)n[nH]2)cc(OC)c1,-7,23
COc1ccc(-c2cc(C(=O)N/N=C/c3sccc3C)c3ccccc3n2)c(OC)c1,1,-54
Cc1ccc(S(=O)(=O)N2C[C@H]3n4c(=O)ccc(=O)n4C[C@H](OC(=O)Nc4cccs4)[C@@]3(O)C2)cc1,2,4
Cc1cc(C)n2[nH]c(=O)c(N=Nc3cccc(Cl)c3)c2n1,-3,6
CCOc1cc(/C=N/NC(=O)CN2CCCCC2)ccc1OCc1ccccc1,3,-4
OCC1OC(n2ccc3c(SCc4ccccc4)ncnc32)C(O)C1O (stereo not given),4,-3
CCOC(=O)C1(C)CCN1C(=O)c1cc(OC)c(OC)c(OC)c1 (stereo not given),-11,21
CCCCc1nc(SCCOC)c2c(=O)n(C)c(=O)n(C)c2n1,-5,14
O=C(NCc1ccccn1)C1CCN(C2CCN(Cc3cccc(F)c3)CC2)CC1,4,6
Cc1ccc(C)c(Cn2c(CN(C)Cc3ccccc3)nc3c2c(=O)n(C)c(=O)n3C)c1,-11,15
CCC/C=C(\CCC)C(NC(=O)Cc1ccccc1)c1ccc(C(=O)OC)cc1 (stereo not given),-3,-15
O=C(Cc1cccs1)NCCSc1c(-c2ccc(Cl)cc2)[nH]c2ccccc12,5,19
CCOc1ccc(NS(=O)(=O)c2ccc(C(=O)NCC(c3ccco3)N(C)C)cc2)cc1 (stereo not given),0,-23
Cc1c(N)cccc1-c1nc2ccccc2[nH]1,-9,-1
CCN(C[C@H]1N[C@@](C)(C(=O)OC)[C@H]2C(=O)N(C)C(=O)[C@@H]12)C(=O)Nc1ccc(F)cc1,1,0
CC1CC(C)CN(S(=O)(=O)c2cccc(C(=O)N3C(=O)c4cccc(N)c4C3=O)c2)C1 (stereo not given),3,2
OC(CN1CCN(c2ccccc2)CC1)c1c[nH]c2ccccc12 (stereo not given),-4,11
O=C(O)CN1C(=O)/C(=C2\SC(=S)N(C(Cc3ccccc3)C(=O)O)C2=O)c2ccccc21 (stereo not given),-4,-6
Cc1ccc(/C=C/C(=O)NCc2ccccn2)o1,-4,4
O=C(O)c1cccc(NC2=C(Cl)C(=O)c3ccccc3C2=O)c1,-3,9
Cc1ccc(SCC(=O)NN2C(=O)c3ccccc3C2=O)cc1,2,2
CCCCN(C)C(=O)c1sc(=O)n(Cc2c(C)noc2C)c1C,7,-2
O=C(CSc1oc(-c2ccccc2)nc1S(=O)(=O)c1ccc(F)cc1)NCC1CCCO1 (stereo not given),14,-1
CC(C)(C)OC(=O)NC(CC(=O)OCc1ccccc1)C(=O)O (stereo not given),1,-3
Cc1ccc(S(=O)(=O)NNC(=O)c2ccoc2C)cc1,-3,-2

Other records:
SMILES,TAG inh DAPI viability,TAG inh
COc1ccc(/C=N/Nc2ccccn2)c(OC)c1OC,1,4
O=C(NC1CC1)c1sc2cc(Cl)ccc2c1Cl,-6,2
CCCN1CCN(C(=O)Cn2nc(CC)n3c(cc4sccc43)c2=O)CC1,5,16
COc1cccc(C2=NOC(C(=O)N3CCN(C(=O)c4ccco4)CC3)C2)c1 (stereo not given),1,-7
O=C(Cc1ccc(Cl)cc1)N1CCc2ccccc2C1,1,-7
COc1ccc(/C=N/NC(=O)c2cc3c(ccc4ccccc43)o2)cc1OC,-4,14
CC(C)OC(=O)CC1C(=O)NCCN1C(=S)NC(=O)c1cccs1 (stereo not given),-5,12
COc1ccc(NC(=O)Cn2c([N+](=O)[O-])cnc2C)c(OC)c1,-10,10
Cc1ccc(C)c(C(=O)CSc2nnnn2C(C)C)c1,11,-8
Cc1ccc(S(=O)(=O)NCC(C)NS(=O)(=O)c2ccc(C)cc2)cc1 (stereo not given),6,14
CC(OC(=O)Cc1c[nH]c2ccccc12)C(=O)c1ccccc1 (stereo not given),-3,-8
COc1ccc(-c2noc(CCC(=O)N3CCN(c4ccccc4C(F)(F)F)CC3)n2)cc1,6,-19
Cc1n[nH]c(=O)c2c(NC(=O)COC(=O)c3ncc(Cl)c(Cl)c3Cl)oc(C)c12,-10,42
Cc1cc(C)c2c(=O)[nH][nH]c2n1,0,4
CC1(C(=O)NS(=O)(=O)c2ccc(C#N)cc2)CCN1C(=O)CC1CCCC1 (stereo not given),-9,6
CCOc1ccccc1NC(=S)N1CCC(NC(=O)c2ccco2)CC1,5,5
COc1ccccc1CCC(=O)Nc1ccc(OC)c(S(=O)(=O)N2CCOCC2)c1,-2,-9
CCOC(=O)Cc1c(C)nc2c(-c3ccc(OC)cc3)c(C)nn2c1C,0,6
CCCCN(CC)C(=O)CSc1cc(=O)n(C)c2ccccc12,-8,15
COc1ccc(N(C)C(=O)CCS(=O)(=O)c2cccc3nonc23)c(OC)c1,-8,3
O=C(CSc1nncn1-c1ccccn1)Nc1cccc(Cl)c1,4,7
CCCS(=O)(=O)NC(=O)C1(C)CCCN(C(=O)c2ccccc2OC)C1 (stereo not given),-4,12
CCOC(=O)C1(C)CCCN(C(=O)CCc2ccccc2)C1 (stereo not given),5,-3
CC1CC2OC2CC1COC(=O)C1CC2OC2CC1C (stereo not given),-8,11
CCn1c(O)c(N=NC(=O)CNc2ccc(C)cc2)c2ccccc21,2,-5

New compounds follow
SMILES,TAG inh DAPI viability,TAG inh
O=[N+]([O-])c1cccc(-n2nnnc2CN2CCCC2)c1,13,-7
Cc1cccc(OCC(=O)Nc2cc(Cl)ccc2-n2cncn2)c1C,11,-8
N#CC1=C2C=CC=CN2CC1=O,1,-1
CCCCn1nnnc1SCC(=O)Nc1ccc2c(c1)OCCO2,11,-9
Cc1cc(C)n2cc(CSc3ccc(Cl)cc3)nc2n1,7,22
CCCn1nc(C(=O)NC2CCCCCC2)c2ccccc2c1=O,-7,7
CNc1nnc(SCC(=O)N2c3ccccc3NC(=O)CC2C)s1 (stereo not given),-6,2
O=C(NC1=NCCS1)c1cc(-c2ccccc2)nn1-c1ccccc1,4,-9
O=C(Nc1ccccc1O)c1cc(S(=O)(=O)N2CCOCC2)ccc1Cl,13,-10
CCN(CC)CC(=O)Nc1sc2c(c1C(=O)c1ccccc1C)CCC2,8,-12
O=C(COC(=O)/C=C/c1ccco1)NCc1ccccc1,-7,9
Cc1ccc(CNC(=O)CCC2CCCN(C(=O)CCC(F)(F)F)C2)o1 (stereo not given),7,-6
Cc1ccc2c(C)c(C(=O)NCCc3ccco3)oc2c1C,3,10
NS(=O)(=O)c1ccc(NC(=S)N2CCCC2)cc1,-1,-9
O=C(CCCN1C(=O)NC2(CCCC2)C1=O)Nc1cccc(S(=O)(=O)N2CCOCC2)c1,1,-2
CC(NCCCOc1cccc2ccccc12)c1ccccc1 (stereo not given),-1,29
CCC(C)N(C(=O)Cn1c(=O)cnc2ccccc21)C1CCS(=O)(=O)C1 (stereo not given),7,2
CC(C)C(C)NC(=O)CN1C(=O)NC2(CCCc3ccccc32)C1=O (stereo not given),2,10
Cc1ccc(CNC(=O)Cn2ccc3ccccc3c2=O)o1,-1,-7
CC(CCn1cccn1)NC(=O)c1cc(COc2ccc(F)cc2F)on1 (stereo not given),-4,2
O=S(=O)(Nc1ccc(Br)cn1)c1ccc(Cl)s1,-1,6
NC(=O)c1cccc2c(=O)oc3ccccc3c12,-1,-1
CC1(C)C(=O)Nc2ccccc2N1C(=O)COC(=O)c1cccs1,4,8
O=C(NCCCN1CCN(c2cccc(Cl)c2)CC1)C1CCC(=O)N1Cc1ccccc1Cl (stereo not given),2,5
COc1ccc(/C=C/C(=O)Nc2ccccc2)cc1S(=O)(=O)N1CCOCC1,6,-4

The list goes on:
SMILES,TAG inh DAPI viability,TAG inh
COc1ccccc1-n1c(SCC(=O)N2CCOCC2)nc(O)c(Cc2ccccc2)c1=O,18,-20
CCOc1cc(C(=O)OC(C(=O)NC(=O)NC)c2ccccc2)ccc1OCC(=O)N1CCOCC1 (stereo not given),-1,7
Cc1ccc(NC(=S)N(Cc2ccc(Cl)cc2)Cc2ccc(C(=O)O)cc2)cc1Cl,3,1
CCOC(=O)/C(C#N)=C/c1cn(CCC(=O)O)nc1-c1ccc(F)cc1,-3,27
O=C(CN1CCN(S(=O)(=O)c2ccccc2)CC1)NCc1ccccc1,-14,-2
COc1ccc(/C=N/NC(=O)c2ccn[nH]2)cc1COc1ccc(Cl)cc1,-1,-11
Cc1onc(-c2ccccc2)c1C(=O)Nc1nc(-c2ccc(F)c(F)c2)cs1,-10,7
Cn1c(C(=O)NCc2cccs2)cc2c(=O)n(C)c3ccccc3c21,-4,-3
CCCS(=O)(=O)N1CCC(C(=O)NCCCN(CC)c2cccc(C)c2)CC1,8,21
COc1ccc(-n2cnnc2SCc2ncc(-c3ccccc3)o2)cc1,6,6
CCc1noc(C)c1C(=O)Nc1nc(-c2ccc(NC(C)=O)cc2)cs1,5,-2
COc1ccccc1N1CC(C(=O)Nc2ccc(S(=O)(=O)N3CCOCC3)cc2)CC1=O (stereo not given),-15,2
CC(=O)NC(c1ccccc1)c1nc(-c2csc3ccccc23)cs1 (stereo not given),0,-1
Cc1c(Cl)ccc2c(C(=O)NCCN3CCCCC3)cc(-c3ccccn3)nc12,4,43
CCOC(=O)C1C(c2ccc(O)c(OCC)c2)NC(=S)NC1(O)C(F)(F)F (stereo not given),-4,-3
CSc1nc(-c2ccccc2)[nH]c(=S)c1C(C)=O,9,-8
CC(C)NC(=O)CN1CCN(C(=O)CCl)CC1,2,3
COC(=O)c1ccc(CN2CCc3ccc(NC(=O)c4ccncc4)cc3C2)cc1,2,-7
Cc1cc(NC(=O)c2cc(S(=O)(=O)N3CCCCC3)ccc2C)n(-c2ccccn2)n1,-7,-222
CC(=O)NCC(=O)N(Cc1ccco1)C1(C(=O)NC2CCCC2)CCCCC1,-5,-1
Cc1ccc(N(CC(O)CN2C(=O)NC(C)(C)C2=O)S(=O)(=O)c2ccc(C)cc2)cc1 (stereo not given),-2,-2
CSc1nc2ccc(NS(=O)(=O)c3ccc(Br)s3)cc2s1,-2,-1
COc1ccc(-c2nn(-c3ccccc3)cc2/C=N/Nc2ccc(Cl)c(C(=O)O)c2)cc1OC,11,-17
CCOC(=O)c1ccc(N=c2sc(C(=O)OC)cc(=O)n2Cc2ccco2)cc1,-34,34
Cc1ccc(S(=O)(=O)N2CCOCC2)cc1C(=O)Nc1ccccc1F,0,0

Quoted at random: 5 entries already listed
SMILES,TAG inh DAPI viability,TAG inh
CCOC(=O)C1(C)CCN1C(=O)c1cc(OC)c(OC)c(OC)c1 (stereo not given),-11,21
N#CC1=C2C=CC=CN2CC1=O,1,-1
CCOC(=O)Cc1c(C)nc2c(-c3ccc(OC)cc3)c(C)nn2c1C,0,6
OCC1OC(n2ccc3c(SCc4ccccc4)ncnc32)C(O)C1O (stereo not given),4,-3
O=C(CSc1oc(-c2ccccc2)nc1S(=O)(=O)c1ccc(F)cc1)NCC1CCCO1 (stereo not given),14,-1

Remaining list, next part:
SMILES,TAG inh DAPI viability,TAG inh
COC(=O)c1sc2[nH]c(=S)n(N)c(=O)c2c1C,-2,2
O=C(Nc1nnc(-c2ccc(F)cc2)o1)c1cccc([N+](=O)[O-])c1,-3,5
CCOC(=O)Cc1csc(NC(=O)COc2ccc(N(C)S(=O)(=O)c3ccc(C)cc3)cc2)n1,5,0
O=C(CSc1ncccn1)NC(=O)c1ccccc1,4,-10
COC(=O)c1cc(S(=O)(=O)NC2CCN(Cc3ccccc3)CC2)cn1C,3,-6
O=C(Nc1ccccn1)c1ccc2c(c1)OCCO2,-10,10
C/C(N=Nc1nc2ccccc2s1)=N\Nc1ccccc1O,-10.0*,58*
CCOc1ccc(Cn2cc(F)c(=O)[nH]c2=O)cc1,-6,0
CCOC(=O)c1c(C)[nH]c(C(=O)COC(=O)C2CC(=O)N(Cc3ccccc3)C2)c1C (stereo not given),6,-19
Cc1ccc(C(=O)Nc2ccc(Nc3ccccc3)cc2)cc1C,-8,13
COc1ccc(OC)c(NC(=O)COC(=O)CCS(=O)(=O)c2ccc(Cl)cc2)c1,-3,7
Cc1ncsc1C(=O)O,3,-8
COc1cc2ccccc2cc1C(=O)Nc1cc(C)ccn1,2,-4
CCOC(=O)N1CCC(N(CCN(C)C)C(=S)Nc2ccccc2Cl)CC1,1,1
CN(CCN1CCOCC1)Cc1nc(-c2ccccc2)no1,1,3
CCN(Cc1ccccc1)C(=O)c1oc2ccc(C)cc2c1C,5,-54
Cc1nnc(SCC(=O)N2CCN(S(=O)(=O)c3ccccc3)CC2)s1,1,3
CC(C)(C)c1ccc(-c2n[nH]c(=S)n2-c2ccccc2)cc1,2,-7
N=C1C(c2nc(-c3ccc(F)cc3)cs2)=C(O)CN1Cc1ccc(Cl)cc1,-26,10
O=C(CC1Sc2ccccc2NC1=O)NNc1cc(Cl)ccc1Cl (stereo not given),-5,-1
CCOc1ccc(NC(=O)CN(C)C(=O)c2ccc(COc3ccccc3)cc2)cc1OCC,-2,-3
COc1ccc(NC(=O)c2cc3c(=O)n4ccccc4nc3n2C)cc1OC,12,27
C=CCOCC(O)Cn1c(N2CCCC2)nc2c1c(=O)[nH]c(=O)n2C (stereo not given),-2,12
O=C(Nc1cccc(F)c1)c1ccc(-c2ccccc2Cl)o1,2,-4

Single records, as listed above. Order of values: TAG inh DAPI viability, TAG inh
`O=C(Nc1cccc(F)c1)c1ccc(-c2ccccc2Cl)o1` as listed: 2, -4
`CCN(Cc1ccccc1)C(=O)c1oc2ccc(C)cc2c1C` as listed: 5, -54
`COC(=O)c1sc2[nH]c(=S)n(N)c(=O)c2c1C` as listed: -2, 2
